High-throughput results (PubChem BioAssay)
bCat nuc transl = alters nuclear translocation of beta-catenin in HeLa cells | immunofluorescence imaging | nuclear translocation activity, % at 5 µM | 190,000 compounds, 0.3% hits;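 active = nuclear translocation activity above 50% at 5 µM, with a well cell count of 50 or more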;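 note: per-cell ratio of nuclear to cytoplasmic median beta-catenin stain intensity; plate controls were DMSO negative control for no effect and GSK-3 inhibitor IX positive control for full effect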
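Test system: human HeLa cells, endogenous beta-catenin. Times: 24 h compound exposure, 37°C. Measured by: beta-catenin immunofluorescence imaging with DAPI.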
Ins promoter up = MIN6 insulin promoter up-regulation; MIN6 insulin promoter-GFP reporter, high-content imaging; stronger effect = higher value; z-score at 5 µM; 190,000 compounds, 0.3% hits; AID 1625;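 active = z-score above 3 at 5 µM with at least 500 cells counted in the well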
WT yeast gro inh = growth inhibition of WT yeast, mitochondrial fusion screen; mitochondrial fusion phenotypic screen, WT strain; inhibition, % at 10 µM; 190,000 compounds, 2.1% hits; AID 1362; in the data active = inhibition above about 58%; tested in S. cerevisiae
T cell HTS = modulates CD8 T cell binding to vesicles. calls only at 7 µM. 2C CD8+ T cell-vesicle binding, flow cytometry; stronger effect = lower value. 330,000 compounds, 0.068% hits;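 active = response, share of CD8 T cells binding vesicles, and their 90th percentile fluorescence all below set limits, cut at about 80% in these data, passing the limit was not always enough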
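Test system: purified 2C TCR transgenic mouse naive CD8+ T cells. Probe or stimulus: QL9-peptide-loaded Drosophila micro-vesicles bearing Ld, ICAM-1 and B7-1. Incubation: binding step 1.5 h, 37 °C, antibody labelling 20 min, ice. Measured by: flow cytometry of vesicle-bound cells.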
Hep lipid drop = modulators of hepatic lipid droplet formation. AML12 mouse hepatocytes, oleate lipid droplets, BODIPY imaging. inhibition, % at 6.5 µM. 240,000 compounds, 0.4% hits. AID 1656;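 active = lipid droplet intensity inhibited by at least 50%, with more than 500 cells counted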
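Technique: fluorescence imaging, 20x objective, two fields per well / Assay system: AML12 hepatocytes (mouse) / Measure: % inhibition of lipid droplet signal / Doses: 6.5 µM single-point dosing / Incubation: overnight exposure / Reagent: 100 µM oleic acid challenge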
Autophagy mod = autophagy modulation, high-content screen; MEF GFP-LC3 puncta imaging; test concentration mostly 10 µM; AID 463193; 190,000 compounds, 0.98% hits; calls only at 10 µM (by protocol);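 active = percentage of spot-positive cells more than 3 SD above its plate mean, without a fluorescence outlier flag or 80% toxicity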;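 note: spot-positive cell cutoff set from DMSO-treated cells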
MT stabilize HCS = microtubule stabilization, imaging screen | HeLa tubulin immunostaining HCS, 24 h; share of cells brighter than vehicle mean+2SD | % tubulin-high responders, % at 10 µM | 200,000 compounds, 0.83% hits | AID 2205;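 active = plate Z-score above 3 for both tubulin-high and condensed-nucleus cell shares, with cell loss under 80%, at 10 µM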;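 note: anti alpha tubulin signal scored within the nucleus-defined area of each cell; some results filed as inactive read as strong as hits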
Myeloid diff 2 = myeloid differentiation induction; ER-HoxA9 myeloid progenitors, lysozyme-GFP differentiation, flow cytometry; calls only at 10 µM; 360,000 compounds, 1% hits; AID 624256;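 active = normalized GFP-positive differentiation at or above the plate's own cutoff, the solvent-only control mean plus 3 SD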;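 note: cells exposed to compound for four days before flow analysis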
West Nile virus CPE = inhibition of WNV-induced cytopathic effect – cell-based, CPE readout (AID 1621) | CPE inhibition, % at 10 µM; hits with a dose series show IC50 in µM | West Nile virus-infected cells, CPE inhibition; higher % means a stronger effect | 290,000 compounds, 0.02% hits; in the data active = a potency from the dose series; note: strong numbers were not always called active
WT yeast gro inh mutant strain = also measured in WT yeast gro inh; calls as there; inhibition, %; mitochondrial fusion phenotypic screen, mutant strain inhibition
Ins promoter up cell count = recorded beside Ins promoter up, whose call it bears; cell count; measured here: cytotoxicity, nuclei count;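 total cells summed across four imaged fields per well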
Hep lipid drop cells 6.5 µM = second read-out of Hep lipid drop, no call of its own (marks repeat the call); cell count; measured here: cell count, cytotoxicity flag;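 cells counted across two imaged fields per well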
bCat nuc transl cell count 5 µM = recorded beside bCat nuc transl, whose call it bears; cell count; measured here: cell count, cytotoxicity flag
T cell HTS vesicle-bound % = also measured in T cell HTS; calls as there; double positive events, %; measured here: CD8+ vesicle-bound cell fraction;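 binding gate set so that unloaded-vesicle control wells show 10% double positive cells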
MT stabilize HCS Hoechst-high % = also measured in MT stabilize HCS; calls as there; % Hoechst-high responders; measured here: nuclear condensation Hoechst responders;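 share of cells brighter than vehicle mean plus two SD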
MT stabilize HCS cytotoxicity % = recorded beside MT stabilize HCS, whose call it bears; toxicity, %; measured here: cytotoxicity by cell density;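 0% = mean cell density of plate MIN control wells and 100% = no cells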
Autophagy mod cell loss 18 h = further read-out of Autophagy mod, marked with its call; toxicity, %; measured here: cell loss, nuclei count;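 cell loss after 18 h compound exposure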
Myeloid diff 2 GFP+ MAC1+ % = second read-out of Myeloid diff 2, no call of its own (marks repeat the call); GFP+ MAC1+ double positive, %; measured here: differentiation confirmed by MAC1 staining
* = called active by the depositor; i = inactive; . = no result given; + = active, no number.

SMILES	bCat nuc transl	bCat nuc transl cell count 5 µM	Ins promoter up	Ins promoter up cell count	WT yeast gro inh	WT yeast gro inh mutant strain	T cell HTS	T cell HTS vesicle-bound %	Hep lipid drop	Hep lipid drop cells 6.5 µM	Autophagy mod	Autophagy mod cell loss 18 h	MT stabilize HCS	MT stabilize HCS Hoechst-high %	MT stabilize HCS cytotoxicity %	Myeloid diff 2	Myeloid diff 2 GFP+ MAC1+ %	West Nile virus CPE
Cc1ccc(CNC(=O)COc2ccc(S(=O)(=O)NC(C)C)cc2)cc1	.	.	.	.	-2.1	6.9	i	4.2	22.0	769	i	0.8	1.2	1.7	3.9	i	5.7	0.0%
Cc1cc(NC(=O)c2ccc(Cn3cc([N+](=O)[O-])cn3)o2)no1	.	.	.	.	.	.	i	25.7	3.9	664	.	.	.	.	.	i	1.1	-0.3%
COc1ccc(N2C(=O)CCC(C(=O)NCc3ccccn3)C2c2ccc(OC)c(OC)c2)cc1 (stereo unspecified)	.	.	.	.	8.9	0.6	i	49.5	-5.5	573	i	3.2	2.5	3.0	8.7	i	1.2	0.1%
O=C(NCC1CCCO1)/C(=C/c1ccccc1F)NC(=O)c1ccccc1 (stereo unspecified)	.	.	.	.	.	.	i	23.5	-14.6	777	.	.	.	.	.	i	0.5	0.6%
CCOc1ccc(N=Nc2c(C)noc2C)cc1	.	.	0.12	1177	3.5	3.7	i	47.9	-2.2	694	i	-2.1	3.5	2.1	2.2	i	1.0	-0.6%
COc1cccc(/C=N/NC(=O)c2cnccn2)c1O	-0.3	1329	-0.42	1030	.	.	i	32.9	-5.3	681	.	.	.	.	.	i	0.8	0.2%
CCOC(=O)c1c(NC(=O)c2cc(C)oc2C)sc(C(=O)Nc2ccc(Cl)cc2)c1C	-1.5	1345	0.48	1531	-1.8	3.1	i	41.2	.	.	i	18.9	3.1	3.5	2.4	i	0.0	0.1%
O=c1c2cc(N3CCOCC3)ccc2[nH]c(=S)n1Cc1ccc(Cl)cc1	.	.	1.52	940	21.7	6.7	i	16.6	8.9	727	i	-8.4	1.9	1.6	8.1	i	0.2	-1.0%
COc1ccc(NC(=O)c2c(NC(=O)CNCC(C)C)sc3c2CCC3)c(OC)c1	0.0	1454	-0.34	1438	-1.1	9.5	i	61.4	2.2	677	i	-10.4	3.3	3.3	6.6	i	0.4	-0.2%
CN(C)C(=O)c1cc(Cl)ccc1Sc1cc(Cl)ccc1Cl	.	.	1.52	807	47.5	52.1	i	36.5	-11.2	757	i	-16.3	1.3	1.4	12.1	i	0.5	0.2%
NC(=O)c1c(NC(=O)COC(=O)c2ccc(S(=O)(=O)Nc3ccccc3)cc2)sc2c1CCCC2	-2.0	1062	-0.15	1614	-18.8	7.2	i	38.2	-1.2	694	i	-3.7	7.2	2.4	8.2	i	0.5	0.0%
CCn1nccc1C(=O)Nc1ccccc1OC	.	.	.	.	.	.	i	29.0	-0.6	843	.	.	.	.	.	i	0.9	-0.7%
Cc1c(C(=O)Nc2ccc(Cl)cc2)c2ccccn2c1C(=O)c1ccc(F)cc1	.	.	0.05	1042	16.2	20.4	i	17.9	-3.6	789	+	-28.5*	2.3	1.3	0.4	i	0.2	0.2%
COc1ccc(NC2CCN(C3CC(=O)N(c4ccc(F)c(Cl)c4)C3=O)CC2)cc1 (stereo unspecified)	.	.	-0.02	1239	5.8	15.8	i	39.6	0.6	730	i	-4.2	2.5	1.2	3.9	i	1.3	-0.2%
C=CCOC(=O)c1cc(-c2ccc(/C=C3\C(=O)NC(=O)C(C#N)=C3C)o2)ccc1Cl	.	.	-0.76	949	-4.2	10.2	.	.	12.6	795	i	-3.8	1.8	2.0	5.5	i	1.3	.
CN(C)S(=O)(=O)c1cc(C(=O)O)c(NC2CCCCC2)cc1Cl	.	.	-0.86	890	-11.0	6.5	i	14.8	12.2	771	i	14.8	1.2	1.1	5.3	i	3.5	0.4%
COc1ccc(-c2cc(C(F)(F)F)nc(N3CCOCC3)n2)cc1OC	0.1	1427	-0.64	1536	-9.0	0.4	i	27.8	.	.	i	0.0	3.6	2.7	4.1	i	0.0	-0.4%
COc1cc(NC(=O)Cc2nn(C)c(=O)c3ccccc23)cc(OC)c1	1.0	1149	-2.21	930	15.3	-19.0	i	31.4	-5.9	755	i	11.3	2.4	1.3	4.6	i	1.6	-0.3%
CCOc1ccc(/C=C(\C#N)C(=O)Nc2ccccn2)cc1	.	.	.	.	.	.	i	15.3	-6.3	624	.	.	.	.	.	i	0.3	-0.3%
N#Cc1c(SCC(=O)O)nc(-c2ccccc2)c2c1CCCC2	1.8	1356	0.18	1564	-20.4	0.3	i	17.8	.	.	i	9.4	2.7	1.7	7.9	i	0.3	0.2%
CC1(C)CC(NC(=O)COc2ccc3ccc(=O)oc3c2)CC(C)(C)N1	.	.	.	.	.	.	i	42.6	12.4	706	.	.	.	.	.	i	1.6	-0.2%
NS(=O)(=O)Oc1ccccc1	.	.	.	.	.	.	i	22.7	-2.3	744	.	.	.	.	.	i	0.6	0.0%
Cc1nc2ncnn2c(N2CCCC(C(=O)Nc3ccc4c(c3)CCC4)C2)c1C (stereo unspecified)	-6.5	977	-5.29	519	-2.7	-5.0	i	28.9	.	.	i	9.0	2.4	3.3	7.4	i	11.3	1.1%
O=C(CCC(=O)n1ncc2ccccc21)N1CCCCC1	.	.	.	.	.	.	i	16.2	-10.2	707	.	.	.	.	.	+	4.4*	-0.3%
O=C(CNC(=O)c1ccc(F)cc1)NCc1ccc(Cl)cc1	.	.	.	.	.	.	i	45.2	34.8	861	.	.	.	.	.	i	0.2	-0.2%
O=C(Nc1ccc(Cl)cn1)c1ccc(COCC(F)(F)C(F)F)o1	-2.1	1125	0.17	1805	10.4	-5.9	i	13.1	-3.1	685	i	-2.2	3.8	2.0	4.3	i	6.4	-0.9%
CN1CCN(CC(=O)N(Cc2c(C#N)c3ccccc3n2C)c2ccccc2)CC1	.	.	0.01	1260	-13.6	13.9	i	28.5	10.5	682	i	6.2	2.4	1.2	3.5	i	0.4	0.3%
COc1ccc(CN2C(=O)[C@@H]3C(c4ccccc4Cl)=NO[C@@H]3C2=O)cc1	-3.8	1214	0.11	1108	-5.9	5.1	i	16.3	.	.	i	-4.3	3.9	2.0	4.8	i	2.0	1.3%
COCCn1c(C)nc2oc3ccc(Br)cc3c(=O)c2c1=O	-0.6	1098	-0.06	1030	1.6	6.2	i	20.9	.	.	i	16.5	4.6	2.6	9.7	i	1.0	0.2%
CCOc1cc2c(cc1C=O)OC(C)C2 (stereo unspecified)	2.2	1088	0.13	1318	10.7	9.7	i	27.2	3.0	717	i	-13.2	3.4	1.5	5.5	i	0.4	-0.1%
COC(=O)c1ccccc1NC(=O)CSc1nnc(Cc2ccc(Cl)cc2)o1	-1.1	1067	-0.06	1228	19.5	21.4	i	58.4	-16.0	670	i	5.5	3.4	0.9	2.8	i	0.9	0.1%
CC(=O)c1c(C)[nH]c(C(=O)OCC(=O)Nc2ccccc2Cl)c1C	-1.0	1132	-0.4	1115	-0.8	-1.2	i	16.4	0.3	701	i	-1.6	3.7	3.5	5.3	i	0.1	-1.2%
CCOC(=O)N1CCN(C(=O)/C(=C\c2cccs2)NC(=O)c2cccs2)CC1	-0.3	1555	0.35	1444	0.8	-3.4	i	45.2	-36.2	339	i	20.8	4.3	1.6	10.1	i	1.1	-0.4%
CN(C)c1ccc(NC(=O)CN2CCN(S(=O)(=O)c3cc(Cl)ccc3Cl)CC2)cc1	-1.0	1087	0.71	1356	-0.6	-31.1	i	33.6	-3.9	735	i	-6.2	3.2	1.4	11.3	i	0.0	-0.3%
Cc1cc(NS(=O)(=O)c2ccc(NC(=O)CSc3nnc(-c4ccco4)n3C)cc2)nc(C)n1	0.1	910	0.03	1285	-2.0	1.3	i	27.6	-0.5	717	i	2.0	1.2	3.2	9.5	i	0.2	0.4%
CC(=O)NNC(=O)c1cc2c3ccccc3n(C)c2s1	-1.8	1008	-0.2	1335	7.1	-0.8	i	44.4	19.2	752	i	12.0	3.0	1.5	2.9	i	0.7	-0.3%
CC(=O)c1c(C)[nH]c(C(=O)NCCN2CCC(C)CC2)c1C	3.2	1489	-1.03	1466	.	.	i	39.3	.	.	i	-2.2	4.1	3.6	6.9	i	0.6	0.2%
COc1cc(Nc2ncnc(N)n2)cc(OC)c1	-0.1	1287	-0.09	1051	.	.	i	58.4	23.7	711	.	.	.	.	.	i	1.3	0.5%
Cc1cccc(C(=O)NCC(=O)OCC(=O)N2CCc3ccccc32)c1	-1.4	1131	-0.39	1232	1.3	-6.5	i	61.5	3.9	667	i	10.2	8.5	1.5	3.9	i	0.2	0.0%

Pulled by compound from the entries so far:
SMILES	bCat nuc transl	bCat nuc transl cell count 5 µM	Ins promoter up	Ins promoter up cell count	WT yeast gro inh	WT yeast gro inh mutant strain	T cell HTS	T cell HTS vesicle-bound %	Hep lipid drop	Hep lipid drop cells 6.5 µM	Autophagy mod	Autophagy mod cell loss 18 h	MT stabilize HCS	MT stabilize HCS Hoechst-high %	MT stabilize HCS cytotoxicity %	Myeloid diff 2	Myeloid diff 2 GFP+ MAC1+ %	West Nile virus CPE
O=C(Nc1ccc(Cl)cn1)c1ccc(COCC(F)(F)C(F)F)o1	-2.1	1125	0.17	1805	10.4	-5.9	i	13.1	-3.1	685	i	-2.2	3.8	2.0	4.3	i	6.4	-0.9%
Cc1cccc(C(=O)NCC(=O)OCC(=O)N2CCc3ccccc32)c1	-1.4	1131	-0.39	1232	1.3	-6.5	i	61.5	3.9	667	i	10.2	8.5	1.5	3.9	i	0.2	0.0%
Cc1cc(NS(=O)(=O)c2ccc(NC(=O)CSc3nnc(-c4ccco4)n3C)cc2)nc(C)n1	0.1	910	0.03	1285	-2.0	1.3	i	27.6	-0.5	717	i	2.0	1.2	3.2	9.5	i	0.2	0.4%
